# hK5 inh = blocks human kallikrein 5 protease activity | recombinant hK5, fluorogenic AMC substrate cleavage | AID 873 | inhibition, % at 5 µM | Q9Y337 | hit rate 0.59% among 210,000;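 active means inhibition of 40% or more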;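 further: 0% = enzyme controls without compound and 100% = no-enzyme blanks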
# Cl transport mod = modulators of human KCC2 chloride dependent transport; hit rate 2.2% among 190,000; B-score of Tl+ flux slope (higher = more flux/activation; lower = inhibition) at 10 µM; Q9H2X9; KCC2 cells, thallium flux FluoZin-2 fluorescence;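 active means thallium flux slope and its plate-corrected score both differing from the plate sample mean at a set confidence after two filtering rounds, in either direction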;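 further: slope of fluorescence scaled to starting intensity during 10 to 20 s after thallium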
# Thrombin inh = thrombin (human) inhibition; P00734; alpha-thrombin, Boc-VPR-AMC fluorogenic substrate cleavage; inhibition, % at 5 µM; hit rate 0.26% among 220,000; AID 1046;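 active means inhibition at or above 40%; inactive means inhibition below 40%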;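 further: 0% = enzyme with no compound and 100% = wells without enzyme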
#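 Assay system: human alpha-thrombin enzyme. Reagent: Boc-VPR-AMC substrate, 15 µM final. Compound dosing: one concentration per compound, 5 µM, with 0.2% DMSO. Incubation: room-temperature reaction. Technique: AMC fluorescence, 355/460 nm. Measure: % inhibition relative to enzyme controls and enzyme-free blanks.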
# 14-3-3 Bad inh = disrupts binding of bovine 14-3-3 zeta to phospho-Bad peptide. hit rate 0.71% among 220,000. TR-FRET 14-3-3zeta/Dy647-pBad peptide displacement, 1 h. inhibition, % at 21.7 µM. P63103. AID 781;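 active means inhibition above about 70%, limit read from the data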;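 further: 0% = full 14-3-3 plus peptide FRET controls and 100% = background without 14-3-3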
# EBV gp42 block = inhibitors of Epstein-Barr virus glycoprotein 42; hit rate 0.42% among 220,000; inhibition, % (tested at 21.74 µM); Fluorescence polarization binding assay, mP read-out; in the data active means inhibition above about 50%
# Target sequence (Q1HVG2 whole entry, looked up): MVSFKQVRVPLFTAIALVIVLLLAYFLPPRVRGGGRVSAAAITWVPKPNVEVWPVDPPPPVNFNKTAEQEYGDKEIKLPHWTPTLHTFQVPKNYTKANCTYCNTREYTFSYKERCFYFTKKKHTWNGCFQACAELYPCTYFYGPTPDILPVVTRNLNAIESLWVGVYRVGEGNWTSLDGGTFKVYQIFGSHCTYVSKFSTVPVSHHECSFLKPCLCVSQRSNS
# eIF4E-4G inh = blocks eIF4E binding to eIF4G; AID 782; P63073+Q04637; TR-FRET eIF4E-eIF4GI(517-606) binding, 2 h; inhibition, % at 21.7 µM; hit rate 0.37% among 220,000;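 further: 0% = full FRET control wells and 100% = background wells lacking eIF4GI fragment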
# Furin inh = inhibitors of human furin; inhibition, % at 30 µM; hit rate 0.061% among 220,000; purified furin, fluorogenic substrate cleavage; in the data active means inhibition above about 25%; further: inactives centre near -15
# Rad51 HR inh = Rad51 (human) homologous recombination inhibition; hRad51 DNA strand exchange, fluorescence dequenching; AID 1385; hit rate 0.085% among 200,000; inhibition, % at 10 µM; Q06609;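 active means inhibition above 40% at the single screening dose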;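 further: 0% = DMSO control wells and 100% = blanks with heterologous ssDNA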
# Target sequence (Q06609 whole entry, looked up): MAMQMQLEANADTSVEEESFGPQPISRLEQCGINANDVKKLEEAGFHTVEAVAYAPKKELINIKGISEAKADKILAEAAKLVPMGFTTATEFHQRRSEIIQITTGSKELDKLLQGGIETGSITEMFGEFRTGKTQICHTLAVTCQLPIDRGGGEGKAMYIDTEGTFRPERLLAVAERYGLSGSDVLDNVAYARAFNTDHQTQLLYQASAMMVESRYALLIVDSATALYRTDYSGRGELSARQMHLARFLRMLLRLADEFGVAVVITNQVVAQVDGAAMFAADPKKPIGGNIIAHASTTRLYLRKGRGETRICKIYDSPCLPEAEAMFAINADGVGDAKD
#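 Test system – preformed human Rad51 ssDNA filaments · Reagent – Donor/quencher-labelled 47-bp dsDNA substrate · Incubation – 37 °C 15-min filament assembly, 30-min compound preincubation, 15-min exchange · Signal – FRET fluorescence dequenching, excitation 485 nm, emission 520 nm · Read-out – percent inhibition from fluorescence, normalised to plate control and blank means · Benchmarks – plate control and blank wells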
# p47phox inh = inhibitors of human p47phox binding; p47phox/p22phox peptide binding, fluorescence polarization, 2 h; inhibition, % at 24.7 µM; hit rate 0.53% among 220,000; P14598; AID 1274;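 further: 0% = p47phox with labelled peptide and 100% = labelled peptide alone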
# Target sequence (P14598 whole entry, looked up): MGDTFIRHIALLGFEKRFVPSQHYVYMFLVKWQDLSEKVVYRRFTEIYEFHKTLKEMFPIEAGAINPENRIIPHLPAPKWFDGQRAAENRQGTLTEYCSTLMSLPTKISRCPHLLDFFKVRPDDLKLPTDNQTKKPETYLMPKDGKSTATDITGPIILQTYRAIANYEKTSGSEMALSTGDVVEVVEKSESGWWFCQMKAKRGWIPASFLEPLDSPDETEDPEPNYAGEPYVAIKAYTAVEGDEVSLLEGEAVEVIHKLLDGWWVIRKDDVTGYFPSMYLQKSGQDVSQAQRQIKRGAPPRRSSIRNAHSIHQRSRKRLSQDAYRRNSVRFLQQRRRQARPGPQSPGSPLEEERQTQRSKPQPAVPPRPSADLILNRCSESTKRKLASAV
# Starred values were filed as active, the others as inactive; / = no result given; [ ] = remark or other dose.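 How the source made its calls, unless noted: active means inhibition above about 30% (limit read from the data); inactive means the rest.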
SMILES,hK5 inh,Cl transport mod,Thrombin inh,14-3-3 Bad inh,EBV gp42 block,eIF4E-4G inh,Furin inh,Rad51 HR inh,p47phox inh
Cc1cc(NC(=O)c2cc3ncc(Br)cn3n2)no1,-5,/,-2,13,-3,13,-15[20 µM],-1,-5
CC(=O)Nc1ccc(NC(=O)/C=C/c2ccc3c(c2)OCO3)cc1,-18,-0.34,2,-6,-12,-1,-23,-5,-10
O=C(CNC(=O)c1ccccc1F)OC(C(=O)Nc1cc(C(F)(F)F)ccc1Cl)c1ccccc1 (centres undefined),-20,-0.33,-5,2,-19,-12,-2[20 µM],0,-17
COc1ccccc1NC1=NCC(=O)N1Cc1ccccc1,7,/,1,28,15,6,-22,-4,-3
Nc1nc2n(c1C(=O)c1ccccc1)CCC2,-11,-0.49,-3,-14,-13,-7,-13[20 µM],-1,-12
O=C(c1ccc(Oc2cc(Cl)cc(Cl)c2)o1)N1CCCCC1,-6,-0.39,2,1,-12,6,-8,12,6
O=C(COC(=O)c1ccccn1)NCc1ccccc1,-16,0.52,-24,0,-8,-4[fluorescence artefact?],-17[20 µM],2,-12
Cc1nc(-c2ccccc2)sc1C1(C)CC(c2cccc([N+](=O)[O-])c2)=NO1 (centres undefined),-1,-0.083,-1,-8,-6,-7,-21,1,5
CCCOc1ccc(C2CC(=O)NC2=O)cc1 (centres undefined),3,-0.02,-5,-4,-23,-4,-35,1,-6
Clc1ccc(OCc2nc(-c3ccc(Br)o3)no2)cc1,-23,1.2,-6,3,-9,0,-19,3,-5
CC1(C)CC(=O)C/C(=N/NC(=O)CCCOc2ccc(Cl)cc2Cl)C1,2,-0.53,-4,27,-17,-4,-14[20 µM],0,-14
Cc1c(CC(=O)Nc2ccc(Cl)cc2)sc2ccc(Cl)cc12,3,0.046,0,1,-6,-1,-26,-6,-15
Cn1cc(C(=O)N/N=C/C(Br)=C\c2ccccc2)ccc1=O,-17,-0.01,4,5[fluorescence artefact?],2,-3[fluorescence artefact?],-8[20 µM],7,-14
c1ccc(CN2CCC(Nc3nc(-c4ccccc4)nc4ccccc34)CC2)cc1,-8,/,-2,-12,7,-2,-14[20 µM],15,-55
COc1cc(Br)cc(/C=N/c2ncn[nH]2)c1O,7,/,2,8,-8,5,-25,-13,-2
O=C(O)c1ccccc1Cc1nc2cc(Cl)ccc2c(=O)[nH]1,/,-2.2,-2,-3,3,0,-19,/,-8
COc1ccc(Cc2nnc(SCC(=O)N3CCN(c4ccccc4)CC3)o2)cc1,-5,0.11,-10,-2,-17,1,-20[20 µM],4,-16
CC1(C)Cc2c(C#N)c(OCC(=O)c3ccc(Cl)cc3)nc(-c3ccoc3)c2CO1,-28,-0.64,-6,4,-7,2,-24,-4,-15
Cc1ccc(C)c(NC2=NCC(=O)N2c2ccc3c(c2)OCCO3)c1,-6,-0.035,-1,-5,-3,1,-18[20 µM],3,0
COCCn1c(SCc2nc3ccccc3s2)nc2ccccc21,-9,0.66,-2,-7,-11,3,-10,5,-14

# Entries listed so far containing bromine:
SMILES,hK5 inh,Cl transport mod,Thrombin inh,14-3-3 Bad inh,EBV gp42 block,eIF4E-4G inh,Furin inh,Rad51 HR inh,p47phox inh
Cc1cc(NC(=O)c2cc3ncc(Br)cn3n2)no1,-5,/,-2,13,-3,13,-15[20 µM],-1,-5
Clc1ccc(OCc2nc(-c3ccc(Br)o3)no2)cc1,-23,1.2,-6,3,-9,0,-19,3,-5
Cn1cc(C(=O)N/N=C/C(Br)=C\c2ccccc2)ccc1=O,-17,-0.01,4,5[fluorescence artefact?],2,-3[fluorescence artefact?],-8[20 µM],7,-14
COc1cc(Br)cc(/C=N/c2ncn[nH]2)c1O,7,/,2,8,-8,5,-25,-13,-2

# (listing goes on)
SMILES,hK5 inh,Cl transport mod,Thrombin inh,14-3-3 Bad inh,EBV gp42 block,eIF4E-4G inh,Furin inh,Rad51 HR inh,p47phox inh
Cc1ccc(-n2c(=O)cc(N3CC(C)CC(C)C3)[nH]c2=O)cc1 (centres undefined),-12,0.64,0,-14[fluorescence artefact?],-10,-8[fluorescence artefact?],-13,-5,-4
CCO/C([O-])=N/c1c[n+](N2CCOCC2)no1,-1,-1.2,0,38,-10,8,-16,1,4
COc1ccc(Cl)cc1NC(=O)C1(c2cccs2)CCOCC1,-12,0.24,4,-10,-11,-8,-20,-14,-11
Cc1cc(C)cc(-c2nnc(SCC(=O)c3ccc4c(c3)OCCO4)o2)c1,-3,0.27,-11,11,-5,3[fluorescence artefact?],-31[20 µM],1,1
CCn1c(SCC(=O)N/N=C(\C)c2ccco2)nnc1-c1ccccc1,14,/,4,-2,0,2,-17,-3,12
Cc1ccc(NC(=O)c2ccc(N/N=C/c3cccc(O)c3)c([N+](=O)[O-])c2)cc1,10,/,1,2[fluorescence artefact?],-17,-2,-8[20 µM],7,-150
Cc1c(NC(=O)c2ccccc2F)c(=O)n(-c2ccccc2)n1C,-43,-0.73,-4,9[fluorescence artefact?],-8,7,-12,-8,-8
Cc1csc(NC(=O)CCSCCc2ccccn2)n1,2,/,1,10,0,-1,-6,5,-14
O=S(=O)(c1ccc(S(=O)(=O)N2CCCC3(CCCCC3)C2)cc1)N1CCCCC1,-2,-0.22,-7,4,-6,4,-26,-4,-7
C1=C(CCNC2=NCCCCC2)CCCC1,-2,/,-5,7,-17,0,-26,9,-1
CCN(CC)C(=O)c1cn(C)c2ccc(S(=O)(=O)N(CC)CC)cc2c1=O,0,0.73,-4,0,-4,-9,-5,0,-4
Cc1cccc(N2CCN(CC(O)COc3ccccc3Cl)CC2)c1 (centres undefined),1,/,0,3,-16,1,-24,14,0
O=C(c1cnn2cccnc12)N1CCN(c2ccccc2)CC1,-25,0.062,-6,8,0,-9,-18[20 µM],-4,3
O=C(Cn1nc(Cl)nc1Cl)c1cc2ccccc2oc1=O,5,/,1,9,-12,5,-11,-2,-8
CCOC(=O)c1c(C)oc(NC(=O)CCl)c1C(=O)OCC,10,-0.55,4,-6,0,1,-15,6,-3
CCC(CC(C)(C)O)C(=O)NNC(=S)Nc1ccccc1 (centres undefined),2,-0.03,-7,-10,-16,-2,-27,-2,-2
CC(/C=N/NC(=O)c1c(Br)cnn1C)=C\c1ccccc1,-24,-1.4,-6,-23[fluorescence artefact?],-6,2,-2,4,-5
COc1ccc(CNn2c(-c3cccc(C)c3)nc3ccccc3c2=O)cc1OC,-10,/,-6,-2,-16,-2,-8[20 µM],/,-6
CCC(=O)OCC(=O)Nc1ccc2c(c1)OCO2,-3,0.5,-5,-4,10,3,-18,11,0
Cc1nn(-c2ccccc2)c(Cl)c1C(=O)N1CCN(c2ncnc3c2cnn3-c2ccccc2)CC1,-2,-0.042,1,-6,1,-10,-9,-11,1
O=C(C(=O)N1CCCc2ccccc21)c1cn(CC(=O)N2CCOCC2)c2ccccc12,-1,1.1,-3,-9,-21,4,-13,5,-9
CC(=O)NNC(=O)c1sc(=S)n2c1[nH]c(=O)c1sccc12,-73,8.2*,-11,-6,14,3,-4,22,8
CC1CN(Cc2nc3c(c(=O)[nH]c(=O)n3C)n2CC(N)=O)CC(C)O1 (centres undefined),-1,0.4,-5,8,-22,0[fluorescence artefact?],-13,2,1
CN(C=[N+](C)C)c1cccc2c1C(=O)c1ccccc1C2=O,-7,-0.1,-4,1[fluorescence artefact?],1,-3[fluorescence artefact?],-30,-10,1
CCC(C(=O)NC(C)(C)C)N(C(=O)Cn1nnc(-c2cccs2)n1)c1cnc2ccccc2c1 (centres undefined),-3,-0.39,-8,7[fluorescence artefact?],-5,0,-7[20 µM],4,-8
O=S(=O)(c1ccccc1)c1cnc(-c2cccnc2)nc1-c1ccc(Cl)c(Cl)c1,-1,/,-7,7,-21,-11[fluorescence artefact?],-18,-3,18
CCNC(=O)c1c(O)c2c([nH]c1=O)CCCC2,0,/,-6,0,-13,-5,-25,2,-9
COc1ccc(C/C(C)=N/NC(=S)Nc2ccccc2F)cc1,0,55*,-4,-21,-10,-3,-20,-15,0
CC1CCCC(C)N1CC(C)(C)NS(=O)(=O)c1ccc(Cl)cc1 (centres undefined),-7,0.88,0,52[fluorescence artefact?],-2,1,-17[20 µM],-5,-3
COc1ccc(C2C(C#N)=C(N)OC3=C2C(=O)CCC3)cc1OC (centres undefined),3,/,-2,-1,3,-3,-5,-130,-2
O=S(=O)(Cc1ccco1)Cc1nc(-c2ccc(Cl)cc2)cs1,-4,/,-3,-6,-8,2,-11,-2,-8
Cc1cc(=O)c2cc(C(=O)c3ccccc3)ccc2[nH]1,8,/,5,14,-18,-10,-29,/,-10
c1ccc(C2(CNc3ccccn3)CCCC2)cc1,-11,-0.098,-3,48,4,-14,-17[20 µM],3,1
COc1ccc(CCNC(=O)[C@@H]2C[C@H]2c2ccccc2)cc1OC,-12,0.56,-2,10[fluorescence artefact?],-4,17,-23,2,-9
O=C(NCc1ccco1)C1CC(c2ccc(Cl)c(Cl)c2)=NO1 (centres undefined),-3,-0.095,-8,-10,-26,2,-14,0,-13
Cc1cc(C)c2c(N)c(S(=O)(=O)c3ccccc3)sc2n1,4,0.022,12,5[fluorescence artefact?],-31,-1,-13[20 µM],-1,-22
CCC(=O)Nc1cccc(NC(=O)c2cccc([N+](=O)[O-])c2)c1,-7,/,5,-4[fluorescence artefact?],1,-2[fluorescence artefact?],-2[20 µM],8,2
CCc1cccc(CC)c1N(COC)C(=O)Cn1cnc2ccccc21,-2,-2.4,3,1,1,-3,-15,3,2

# Given as tab-separated lines: 3 of the compounds above
Molecule	hK5 inh	Cl transport mod	Thrombin inh	14-3-3 Bad inh	EBV gp42 block	eIF4E-4G inh	Furin inh	Rad51 HR inh	p47phox inh
CCO/C([O-])=N/c1c[n+](N2CCOCC2)no1	-1	-1.2	0	38	-10	8	-16	1	4
CCC(C(=O)NC(C)(C)C)N(C(=O)Cn1nnc(-c2cccs2)n1)c1cnc2ccccc2c1 (centres undefined)	-3	-0.39	-8	7[fluorescence artefact?]	-5	0	-7[20 µM]	4	-8
CCCOc1ccc(C2CC(=O)NC2=O)cc1 (centres undefined)	3	-0.02	-5	-4	-23	-4	-35	1	-6

# Screens: PubChem BioAssay, several laboratories
